# High-throughput results: PubChem BioAssay, several laboratories
# M17LAP inhibition: P. falciparum M17LAP inhibitors, primary screen, biochemical, fluorogenic H-Leu-NHMec substrate, 1536-well (AID 1619). hit rate 0.38% among 220,000. recombinant M17LAP, H-Leu-NHMec fluorogenic kinetic assay; higher % means a stronger effect. inhibition, % at 30 µM; hits with a dose series show IC50 in µM;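 active = compound inhibiting the enzyme by more than half at any dose during confirmatory dose-response retesting; inconclusive = strong single-dose inhibitors picked by rank but not retested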;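 note: plate controls were full reaction with DMSO carrier for no effect and no enzyme background for full effect; strong numbers were not always called active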
# TNAP activators: human TNAP enzyme activators, primary screen, biochemical, luminescent, no phosphate acceptor, uHTS (AID 1001). one-dose activation fold at 20 µM; EC50 in µM for titrated hits. hit rate 0.03% among 200,000. purified TNAP, luminescent activation assay, no phosphate acceptor; higher activation fold means a stronger effect; in the data active = activation fold from about 3, or a potency from the dose series; inactive = the rest, 99 in 100 with activation fold below about 1.6; note: many of its hits are not listed in these tables
# PMI inhibition: human PMI inhibitors, high substrate, primary screen, biochemical, fluorescence intensity, high mannose 6-phosphate (AID 1220); recombinant PMI enzyme, coupled fluorescence intensity; higher % means a stronger effect; inhibition, % at 20 µM; hits with a dose series show IC50 in µM; hit rate 0.66% among 190,000
# RSV antiviral HEp-2: RSV antiviral activity via CPE protection, HEp-2 cells, primary 10 µM value included (AID 2391) | HEp-2 cells, RSV-induced CPE inhibition; higher % means a stronger effect | hit rate 0.13% among 310,000 | one-dose CPE inhibition, % at 10 µM; IC50 in µM for titrated hits; in the data active = a potency from the dose series; inconclusive = CPE inhibition mostly from about 23% at the one dose, without a potency; inactive = the rest, 99 in 100 with CPE inhibition below about 21%; note: strong numbers were not always called active
# human PMI inhibition: inhibitors of human PMI, primary screen, biochemical, fluorescence intensity, coupled assay (AID 1209); purified PMI enzyme, coupled fluorescence intensity; higher % means a stronger effect; hit rate 0.42% among 190,000; one-dose inhibition, % at 20 µM; IC50 in µM for titrated hits;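 note: plate controls were DMSO vehicle for no effect and wells lacking substrate for full effect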
# West Nile antiviral: West Nile virus antiviral activity, cell-based, CPE readout (AID 1621) | hit rate 0.02% among 290,000 | CPE inhibition, % at 10 µM; hits with a dose series show IC50 in µM | West Nile virus-infected cells, CPE inhibition; higher % means a stronger effect; in the data active = a potency from the dose series; inconclusive = CPE inhibition mostly from about 3.7% at the one dose, without a potency; inactive = the rest, 99 in 100 with CPE inhibition below about 2.2%; note: strong numbers were not always called active
# K1F lysis inhibition: protection from phage-mediated lysis, alamar blue read-out – E. coli UTI89, K1F phage, bacterial capsule biogenesis inhibitors (AID 488966) | E. coli UTI89 K1F phage lysis, alamar blue, 2 h; higher % means a stronger effect | inhibition, % at 100 µM, or IC50 in µM where a hit was titrated | hit rate 0.02% among 340,000;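 active = phage lysis inhibition, versus mean bacterial control, above a set limit; inconclusive = no clear call, values can overlap the other calls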;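 note: capsule biogenesis inhibitors block K1F phage lysis so surviving cells raise fluorescence; higher fluorescence means more inhibition of phage lysis; actives were called in the ten point dose series up to 300 µM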
# T cell modulator: T cell immune modulators affecting CD8 T cell-vesicle binding. calls only at 7 µM. hit rate 0.068% among 330,000. 2C CD8+ T cell-vesicle binding, flow cytometry; hits give low values;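 active = response, share of CD8 T cells binding vesicles, and their 90th percentile fluorescence all below set limits, cut at about 80% in these data, passing the limit was not always enough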
#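 material = purified 2C TCR transgenic mouse naive CD8+ T cells | controls = Unloaded micro-vesicles (low), QL9 vesicles with 0.7% DMSO (high) | detection = cytometric PE anti-B7-1 and Alexa647 anti-CD8 signals after 1% paraformaldehyde fixation | incubation = binding step 1.5 h, 37 °C, antibody labelling 20 min, ice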
# M1AAP inhibition: malaria alanyl aminopeptidase activity blockers – biochemical, fluorogenic H-Leu-NHMec substrate, 1536-well (AID 1445); recombinant M1AAP, H-Leu-NHMec fluorogenic kinetic assay; higher % means a stronger effect; inhibition, % at 30 µM; hits with a dose series show IC50 in µM; hit rate 0.42% among 220,000;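 active = primary inhibition above the hit cutoff, then over 50% inhibition at one or more dose response concentrations, cut at about 23% in these data, passing the limit was not always enough; inconclusive = conflicting primary data, or primary hits not chosen for dose response; inactive = low primary inhibition, or under 50% at every dose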;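 note: plate controls were DMSO full reaction for no effect and no enzyme background for full effect; strong numbers were not always called active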
# T cell modulator vesicle-bound %: also measured in T cell modulator; calls as there; double positive events, %; measured here: CD8+ vesicle-bound cell fraction;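 binding gate set so that unloaded-vesicle control wells show 10% double positive cells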
# Starred values were filed as active, the others as inactive; i = inactive; ? = inconclusive; nt = no result given; [ ] = remark or other dose. Cut-off read from the data, not from the text of the source, unless noted: active = inhibition above about 50%; inactive = the rest. Hits appear at their usual frequency. Share with any hit: about 1.5%.
SMILES,M17LAP inhibition,TNAP activators,PMI inhibition,RSV antiviral HEp-2,human PMI inhibition,West Nile antiviral,K1F lysis inhibition,T cell modulator,T cell modulator vesicle-bound %,M1AAP inhibition
COc1ccc(C(=O)N/N=C(\C)CC(=O)Nc2ccc3ccccc3c2)c(OC)c1,nt,nt,nt,2.5%,nt,0.0%,0.0%,i,9,nt
Cc1ccccc1Cn1cc(/C=N/n2cnnc2)c2ccccc21,2%,1.1,13%,3.7%,16%,-0.7%,0.7%,i,14,11%
C=CCNC(=O)NC(=O)COC(=O)/C(C#N)=C/c1ccc(OC)cc1,21%,1.1,4%,3.2%,-2%,0.7%,0.3%,i,53,3%
CC(C)C[C@H](NC(=O)c1nc[nH]c1C(=O)N1CCC(C)CC1)C(=O)OC(C)(C)C,-4%,nt,nt,-1.0%,nt,0.1%,1.9%,i,23,3%
COc1ccc(N2CCN(S(=O)(=O)c3c(C(=O)N4CCOCC4)c(C)n(C)c3C)CC2)cc1,nt,nt,nt,1.0%,nt,-0.3%,0.3%,i,39,nt
CCOc1cc(-c2c(C#N)c(N)nc3c2CCCC3)ccc1O,3%,1.1,13%,2.7%,9%,0.1%,0.1%,i,34,5%
CCOC(=O)c1sc(NCC2CCCO2)nc1C (stereo not drawn),-6%,1.1,3%,0.4%,2%,-0.1%,0.4%,i,1,7%
CCN(c1ccccc1)S(=O)(=O)c1ccc(OC)c(NC(=O)CN(C)C)c1,2%,1.1,-2%,0.4%,4%,-0.7%,-0.2%,i,32,0%
CCc1c(C(=O)NC2CCCc3ccccc32)[nH]c(C)c1C(C)=O (stereo not drawn),nt,nt,nt,20%,nt,0.8%,0.0%,i,22,nt
Cc1c(CC(=O)NCCC(=O)O)c(=O)oc2cc3oc4c(c3cc12)CCCC4,nt,nt,nt,1.1%,nt,0.2%,0.3%,i,44,nt
Cc1ccc2nc(-c3ccccn3)c(NC3CCCC3)n2c1,4%,1.3,15%,-3.0%,3%,?,1.8%,i,20,10%
COc1cccc(C(C)NC(=O)Nc2ccccc2Cl)c1 (stereo not drawn),1%,1.1,1%,2.3%,3%,-1.0%,0.2%,i,52,11%
Cc1ccc(S(=O)(=O)/C(=C/Cl)NC(=O)c2ccccc2)cc1,4%,1,-22%,9.9%,-29%,0.1%,3.2%,i,41,8%
O=C(NCc1ccc2c(c1)OCO2)c1ccc2c(c1)N(Cc1c(F)cccc1Cl)C(=O)CS2,0%,1.1,10%,17%,6%,0.1%,0.8%[50 µM],i,12,-6%
COc1ccc(/C=C2\CCCC3C2=NN(C(=O)COC(=O)CNC(=O)c2ccccc2)C3c2ccc(OC)cc2)cc1 (stereo not drawn),4%,1,4%,18%,1%,0.7%,0.2%,i,29,2%
Cc1cc(OC(=O)c2cc([N+](=O)[O-])ccc2Cl)c([N+](=O)[O-])c(=O)[nH]1,nt,nt,nt,0.1%,nt,-0.5%,-0.6%,i,51,nt
CCOC(=O)c1ccc(NC(=O)c2ccc(C)c(S(=O)(=O)N3CCOCC3)c2)cc1,9%,1.1,2%,7.6%,8%,1.1%,0.7%,i,42,2%
COc1cc(C(C)=O)ccc1OCc1cc(C(=O)N(C)CCC2CCCCO2)no1 (stereo not drawn),nt,nt,nt,-2.3%,nt,-0.2%,0.0%,i,10,nt
COc1ccc(-c2nn(-c3ccccc3)cc2C(=O)O)cc1N,nt,nt,nt,0.8%,nt,-0.3%,0.0%,i,70,nt
Cn1c(=O)c2c(nc(OCc3cccnc3)n2Cc2c(F)cccc2Cl)n(C)c1=O,-2%,1.1,3%,2.9%,10%,-0.2%,2.5%,i,21,3%
CC(/C=C\c1ccccc1)=C/C(=O)O,4%,nt,nt,1.8%,nt,-0.1%,0.6%,i,41,-2%
C=CCc1cc(OC)ccc1OCCOCCC(C(=O)OCC)C(=O)OCC,-5%,1,7%,0.1%,6%,0.1%,0.5%[50 µM],i,47,4%
COc1ccc2[nH]c(C(=O)N(C)c3ccc(F)cc3F)cc2c1,-1%,nt,nt,0.9%,nt,0.3%,-0.5%,i,30,-1%
CCOC(=O)c1[nH]ncc1CN1CCCC(C(=O)c2cccc3ccccc23)C1 (stereo not drawn),-3%,1.1,4%,1.6%,-8%,-0.2%,-0.1%,i,54,3%
COc1ccc2[nH]c(=O)c(CN(CC3CCCO3)C(=O)Nc3ccccc3)cc2c1 (stereo not drawn),-6%,1,7%,1.9%,12%,-0.3%,0.0%,i,40,?

# Six compounds drawn at random from the list so far, as already listed:
SMILES,M17LAP inhibition,TNAP activators,PMI inhibition,RSV antiviral HEp-2,human PMI inhibition,West Nile antiviral,K1F lysis inhibition,T cell modulator,T cell modulator vesicle-bound %,M1AAP inhibition
COc1ccc2[nH]c(=O)c(CN(CC3CCCO3)C(=O)Nc3ccccc3)cc2c1 (stereo not drawn),-6%,1,7%,1.9%,12%,-0.3%,0.0%,i,40,?
CC(C)C[C@H](NC(=O)c1nc[nH]c1C(=O)N1CCC(C)CC1)C(=O)OC(C)(C)C,-4%,nt,nt,-1.0%,nt,0.1%,1.9%,i,23,3%
CCOC(=O)c1ccc(NC(=O)c2ccc(C)c(S(=O)(=O)N3CCOCC3)c2)cc1,9%,1.1,2%,7.6%,8%,1.1%,0.7%,i,42,2%
COc1ccc(-c2nn(-c3ccccc3)cc2C(=O)O)cc1N,nt,nt,nt,0.8%,nt,-0.3%,0.0%,i,70,nt
Cc1cc(OC(=O)c2cc([N+](=O)[O-])ccc2Cl)c([N+](=O)[O-])c(=O)[nH]1,nt,nt,nt,0.1%,nt,-0.5%,-0.6%,i,51,nt
COc1cc(C(C)=O)ccc1OCc1cc(C(=O)N(C)CCC2CCCCO2)no1 (stereo not drawn),nt,nt,nt,-2.3%,nt,-0.2%,0.0%,i,10,nt

# Next section.
SMILES,M17LAP inhibition,TNAP activators,PMI inhibition,RSV antiviral HEp-2,human PMI inhibition,West Nile antiviral,K1F lysis inhibition,T cell modulator,T cell modulator vesicle-bound %,M1AAP inhibition
O=C(CSc1nc2ccccc2c(=O)n1Cc1ccco1)NCc1ccco1,7%,1,5%,0.7%,0%,-1.0%,4.2%,i,9,12%
O=C(Nc1ccccc1Cl)c1cccc(NS(=O)(=O)c2ccccc2)c1,0%,1.1,0%,nt,2%,0.3%,nt,nt,nt,18%
COc1ncnc2c1sc1nc(-c3ccccc3)c3c(c12)CCCC3,0%,1,-6%,0.6%,2%,0.6%,0.2%,i,44,-2%
Cc1ccc(O)c(CCc2ccccc2)n1,-2%,1.1,-14%,1.1%,-13%,-1.2%,-0.5%,i,3,3%
CCn1c(=O)c2c3c(sc2n(C)c1=O)CCC3,-12%,1.1,7%,7.3%,10%,-0.4%,-0.3%,i,34,3%
COC(=O)C1(C)NC(c2cccs2)C2C(=O)N(c3ccccc3F)C(=O)C21 (stereo not drawn),-4%,1,-12%,0.5%,-11%,1.1%,-0.2%,i,26,3%
CCOc1ncccc1C(=O)OCc1cccc([N+](=O)[O-])c1,21%,1.1,-1%,3.9%,-4%,0.0%,0.1%,i,60,9%
O=C(CN1CCN(c2ccc(Cl)cc2)CC1)c1ccc2c(c1)OCO2,31%,1.1,-70%,-0.8%,-30%,1.1%,0.1%,i,60,4%
Cc1cccc(NC(=O)C2CCCN(C(=O)Nc3ccc(F)cc3)C2)c1 (stereo not drawn),nt,nt,nt,1.8%,nt,0.2%,0.2%,i,37,nt
CCC1CCCCN1Cc1ccc(OC)c(C)c1 (stereo not drawn),4%,1.1,-2%,-0.9%,4%,-0.3%,3.5%,i,23,4%
COc1ccc(Cl)cc1NC(=O)CCS(=O)(=O)c1cc2c(cc1C)NC(=O)CO2,nt,nt,nt,1.1%,nt,-0.4%,-2.1%,i,45,nt
CC(C)(C)c1ccc(C(=O)N2CCN(c3ncccn3)CC2)cc1,nt,nt,nt,0.6%,nt,-0.2%,0.2%,i,62,nt
OC1(c2ccc(Br)cc2)CCNCC1,-7%,1.1,1%,-1.4%,5%,nt,?,i,7,6%
Cc1ccnc(NC(=O)CCC(=O)N(CC(=O)NC(C)(C)C)Cc2ccc3c(c2)OCO3)c1,nt,nt,nt,0.2%,nt,-1.1%,0.1%,i,11,nt
CC1Cc2nc(SCC(=O)Nc3nccs3)n(C)c(=O)c2S1 (stereo not drawn),10%,1.1,10%,0.4%,12%,-0.2%,1.4%,i,49,5%
O=C(NC1CC1)c1cc2cc(Br)ccc2s1,nt,nt,nt,8.7%,nt,-0.4%,0.2%,i,9,nt
COc1ccc(N2CCN(C(=O)CN(c3ccc(OC)cc3)S(=O)(=O)c3ccccc3)CC2)cc1,nt,nt,nt,-0.1%,nt,-0.4%,0.1%,i,45,nt
Cc1cccc(/N=C/c2c(O)cc(C)oc2=O)n1,-12%,1.1,-14%,0.6%,-7%,0.1%,0.2%,i,51,4%
CC(=O)NS(=O)(=O)c1ccc(NC(=O)c2oc3c(Cl)cccc3c2C)cc1,-3%,nt,nt,-0.1%,nt,-0.6%,nt,i,34,0%
CCC(=O)NNC(=S)NC(=O)c1ccc(C)cc1,nt,1.3,-20%,-2.4%,12%,-0.8%,1.9%,i,14,nt
Cc1ccc(NC(=O)CCc2ccc(S(=O)(=O)N3CCOCC3)cc2)c(C)c1,11%,1.2,4%,0.3%,3%,-0.4%,-0.5%,i,39,11%
COC(=O)c1ccc(C(=S)N2CCOCC2)cc1,1%,1.1,2%,-0.8%,2%,nt,0.2%,i,13,-1%
COc1ccccc1CNC(=O)c1nn(-c2ccc(C)cc2)c(=O)c2c1c1ccccc1n2C,1%,1.1,10%,3.5%,16%,2.2%,0.6%,i,12,-7%
Cc1cc(Oc2ccc3ccccc3c2)nc(SCC(=O)c2ccccc2)n1,6%,1.3,-5%,12%,7%,-1.0%,3.0%,i,33,4%
O=C(O)Cn1c(=O)c2c3c(sc2n(Cc2ccccc2F)c1=O)CCCC3,nt,nt,nt,0.9%,nt,0.0%,0.0%,i,47,nt
O=C(c1ccccc1F)N1CCN(C2CCC(c3ccccc3)CC2)CC1 (stereo not drawn),13%,1.1,nt,5.0%,nt,-1.6%,0.2%,i,12,0%
CCC(NC(=O)NCCCn1ccnc1)(C(F)(F)F)C(F)(F)F,-1%,1.1,-2%,1.2%,4%,-0.2%,1.3%,i,35,2%
CCC1=C2CC[C@H]3C(=O)N(c4ccccc4)C(=O)[C@H]3[C@H]2[C@@]2(C)C(=NCC(=O)OC)OC(=O)N2C1=O,2%,nt,nt,-0.1%,nt,0.1%,0.7%,i,5,5%
